High-throughput results deposited in PubChem BioAssay by National Center for Advancing Translational Sciences (NCATS).
KAT2A inh = blocks human GCN5L2 histone acetyltransferase. Q92830. GCN5L2 HAT assay, ThioGlo1 CoA-SH fluorescence. Potency, µM (doses to about 58.9 µM), without a hit: at the highest dose activity change, negative = inhibition, hits mostly inhibitors. actives 0.21% (n = 390,000). AID 504327
Target sequence (Q92830 whole entry, looked up): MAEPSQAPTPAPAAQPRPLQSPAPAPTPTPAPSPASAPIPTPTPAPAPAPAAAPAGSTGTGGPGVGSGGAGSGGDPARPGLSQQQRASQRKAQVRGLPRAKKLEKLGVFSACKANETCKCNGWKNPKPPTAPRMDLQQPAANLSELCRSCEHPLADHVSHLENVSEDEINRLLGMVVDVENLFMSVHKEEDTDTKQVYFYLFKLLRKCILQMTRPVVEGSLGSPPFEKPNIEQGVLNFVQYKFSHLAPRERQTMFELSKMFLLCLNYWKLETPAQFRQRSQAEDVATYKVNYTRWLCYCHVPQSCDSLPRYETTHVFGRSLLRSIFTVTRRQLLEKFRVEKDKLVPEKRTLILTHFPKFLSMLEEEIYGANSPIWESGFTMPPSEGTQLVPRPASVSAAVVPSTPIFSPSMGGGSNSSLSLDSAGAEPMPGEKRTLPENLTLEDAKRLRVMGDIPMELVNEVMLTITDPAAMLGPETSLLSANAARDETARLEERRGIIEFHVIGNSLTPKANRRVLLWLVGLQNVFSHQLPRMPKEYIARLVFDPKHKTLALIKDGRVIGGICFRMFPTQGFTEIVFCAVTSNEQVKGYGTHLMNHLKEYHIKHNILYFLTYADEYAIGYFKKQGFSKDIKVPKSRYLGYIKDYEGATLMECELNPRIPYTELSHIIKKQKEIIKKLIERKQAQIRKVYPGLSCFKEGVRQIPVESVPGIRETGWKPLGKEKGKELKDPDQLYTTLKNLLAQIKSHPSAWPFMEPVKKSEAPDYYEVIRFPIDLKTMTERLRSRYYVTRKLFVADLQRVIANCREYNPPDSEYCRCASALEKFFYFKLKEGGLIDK
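Titration-based screen in which CoA formation is detected via maleimide probe ThioGlo1 (50uM) turning fluorescent on thiol reaction; substrates H3(1-25) 75uM and acetyl-CoA 70uM, GCN5L2 20nM, 20 min incubation at room temperature.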
TDP1 cell CPT = DT40-hTDP1 cell growth loss with CPT | chicken DT40 Tdp1-/-;hTDP1 cells + 20 nM CPT, ATP luminescence, 48 h | Potency, µM (top dose mostly 46.2 µM), for inactives: at the highest dose activity change, negative = growth inhibition, hits mostly inhibitors | actives 12% (n = 420,000) | AID 686979; further: nearly all actives have a fitted effect of over 55% in size
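Chicken DT40 Tdp1-/- cells complemented with human TDP1, 400 cells/well, exposed to compounds plus 20 nM camptothecin for at least 48 h at 37 C; viability read as ATP content by CellTiter-Glo luminescence.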
DT40 TDP1 no CPT = qHTS for Inhibitors of human tyrosyl-DNA phosphodiesterase 1 (TDP1): qHTS in cells in absence of CPT. actives 15% (n = 420,000). DT40 Tdp1-/- hTDP1 cells, no CPT, ATP luminescence, 48 h. AID 686978, 2013. Potency, µM (highest dose often 46.2 µM), for the others: top-dose activity change, negative = growth inhibition, usual class: inhibitors; further: nearly all actives have a fitted effect of over 55% in size
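Growth kinetics read by CellTiter-Glo luminescence after ≥48 hr at 37 °C. Cells: DT40 Tdp1-/- stably carrying human TDP1, 400 per well, compound exposure in the absence of CPT (DMSO vehicle).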
* = called active by the depositor; ? = inconclusive; nt = not tested or not shown. The call rests on the fitted dose curve; in most records, active means well fitted curve in the direction sought with a large enough effect; inconclusive means small, poorly fitted or top-dose-only effect, or another doubt; inactive means no such curve, though single readings can be large; an effect the other way counts as inactive or inconclusive. On the % scale 0 is the no-effect control and ±100 the full control effect; potency means the concentration at half of the fitted maximal effect. Hits appear at their usual frequency; 18% or so of the library scored in one or more.

SMILES | KAT2A inh | TDP1 cell CPT | DT40 TDP1 no CPT
Cc1ccccc1-c1ccc(/C=C2/SC(N3CCOCC3)=NC2=O)o1 | -9.6% | 2.91µM* | 7.31µM*
Cc1ccc(C(=O)NC2(C(F)(F)F)N=C(c3ccccc3)N(C3CCCCC3)C2=O)cc1 (stereo not given) | -7.0% | ? | ?
CCCn1c(=O)c(C(=O)Nc2c(C)n(C)n(-c3ccccc3)c2=O)c(O)c2ccccc21 | -4.1% | -29.2% | ?
O=C(c1ccncc1)N1CCN(C2CCCCC2)CC1 | 20.6% | 1.0% | 3.8%
COc1cc2sc3ccc(C#Cc4ccccn4)cc3c(=O)c2cc1OC | nt | -88.9% | ?
COc1cccc(-c2nc(SCC(=O)NCC3CCCO3)c(-c3ccc(C)cc3)[nH]2)c1 (stereo not given) | -3.5% | ? | ?
COc1cc(CNCc2ccncc2)cc(OC)c1OC | -11.0% | -4.0% | -6.9%
Cn1c(NC(=O)C[n+]2cc(-c3ccccc3)n3c2CCC3)cc(=O)n(C)c1=O | -20.9% | -11.4% | -9.0%
CC(=NNC(=O)Cn1ccc(C(F)(F)F)n1)c1ccc(-n2ccnc2)cc1 | -2.8% | -25.6% | ?
Cc1cc(C)cc(NC(=O)Cn2nnc(-c3ccccc3F)n2)c1 | -2.8% | -17.2% | ?
Cc1cc(C(=O)CSc2nnc(N)s2)c(C)n1Cc1cccs1 | -8.9% | ? | ?
CCCCOC(=O)c1ccc(NC(C)=O)cc1 | -4.2% | 3.6% | -9.7%
O=C1CCCC2=C1C(c1ccc(Cl)cc1)C1C(=O)c3ccccc3C1=N2 (stereo not given) | -2.3% | ? | ?
CCC(=O)c1ccc(OCC(=O)Nc2ccccc2N2CCOCC2)cc1 | -12.0% | ? | ?
CC1(C)Cc2ccccc2C(NNC(=O)c2ccccn2)=N1 | -11.0% | 18.4µM* | 20.6µM*
CCN(c1ccccc1)S(=O)(=O)c1nnc(NC(=O)COc2ccc(OC)cc2)s1 | -3.5% | -1.8% | -8.4%
COc1ccc(-n2cnc3c(sc4nc(N5CCOCC5)c5c(c43)CCCC5)c2=O)cc1 | -5.2% | 18.4µM* | 23.1µM*
COc1cc2c(cc1NC(=O)c1ccccc1C)n(C)c(=O)n2C | -6.2% | ? | ?
Cc1ccc(NC(=O)NC2OC(=O)c3ccccc32)cc1 (stereo not given) | nt | 12.4% | 6.5%
O=C(O)c1cc2cc(Cc3cccnc3)ccc2o1 | -3.6% | -2.7% | -1.8%
CCOc1ccccc1Nc1nc(N)nc(Cl)c1CC | nt | -3.0% | -17.1%
O=C(Nc1ccc2c(c1)OCO2)c1ccccn1 | -1.9% | -10.5% | -20.0%
O=C1C(c2ccccc2)SC(=Nc2ccccc2)N1S(=O)(=O)c1ccccc1 (stereo not given) | -9.3% | -6.7% | 0.3%
CCOC(=O)c1ccc(NC(=O)NNS(=O)(=O)c2cc(OC)ccc2OC)cc1 | -15.5% | -1.3% | 3.7%
COC(=O)c1c(NC(=O)CC2SC(N)=NC2=O)sc(C)c1C (stereo not given) | -0.6% | ? | -2.3%

Full records, quoted from the list.
Profile of Cc1ccccc1-c1ccc(/C=C2/SC(N3CCOCC3)=NC2=O)o1 → KAT2A inh = -9.6%; TDP1 cell CPT = 2.91µM*; DT40 TDP1 no CPT = 7.31µM*
Profile of COc1cc2sc3ccc(C#Cc4ccccn4)cc3c(=O)c2cc1OC → KAT2A inh = nt; TDP1 cell CPT = -88.9%; DT40 TDP1 no CPT = ?
Profile of O=C(Nc1ccc2c(c1)OCO2)c1ccccn1 → KAT2A inh = -1.9%; TDP1 cell CPT = -10.5%; DT40 TDP1 no CPT = -20.0%

Following part
SMILES | KAT2A inh | TDP1 cell CPT | DT40 TDP1 no CPT
Cc1ccc(C)c(S(=O)(=O)N2CCN(C(=O)c3cc(S(=O)(=O)NCc4ccccc4)ccc3C)CC2)c1 | ? | 23.1µM* | ?
CCOc1ccc(-c2n[nH]c(C)c2-c2ccccc2OC)c(O)c1 | 2.5% | 13µM* | ?
Cc1ccc(C(=O)Nc2ccc(S(=O)(=O)NC3=NCCCCC3)cc2)cc1S(=O)(=O)N1CCOCC1 | 2.1% | ? | -4.5%
CCOC(=O)C1=CC[C@@H](c2ccccc2)N(S(=O)(=O)c2ccc(C)cc2)[C@H]1C=C(C)C | nt | 16.4µM* | 11.6µM*
Cc1noc2ncnc(N3CCCC3)c12 | -5.0% | -21.1% | 1.5%
FC(c1nc2ccccc2[nH]1)C(F)(F)F (stereo not given) | -1.9% | 1.8% | -0.7%
Cc1ccc(-n2nc(CO)c(C(=O)NCCc3ccccc3)n2)cc1C | -1.6% | -14.0% | ?
COC(=O)c1ccccc1NC(=O)CCCn1c(=O)c2cccn2c2cccnc21 | -4.0% | -19.1% | -21.1%
O=C(O)c1ccccc1Sc1c([N+](=O)[O-])cc(C(F)(F)F)cc1[N+](=O)[O-] | -6.8% | ? | ?
CCCc1ccc2oc(C(=O)N3CCNC(=O)C3CC(=O)OC)c(C)c2c1 (stereo not given) | ? | -6.1% | ?
CCNC(=O)C(=O)Nc1ccc2c(c1)N(S(=O)(=O)c1cccs1)CCC2 | -15.8% | ? | ?
CC(OC(=O)C1CCCO1)C(=O)NC1CCCC1 (stereo not given) | -1.5% | -5.5% | -2.9%
C=CCSc1ccccc1C(=O)Nc1ncn[nH]1 | -3.9% | -12.2% | 14.1%
O=C(NC1CCCc2ccccc21)C1CCN(S(=O)(=O)c2ccccc2F)CC1 (stereo not given) | -0.6% | -24.6% | ?
COCCn1c(N)c(NCc2ccccc2)c(=O)[nH]c1=O | -7.5% | -27.3% | -23.5%
COc1cc2ccnc(C=NO)c2cc1OC | nt | 20.6µM* | 20.6µM*
O=C(CC1OC(=O)c2ccccc21)Nc1cc(Cl)ccc1N1CCCC1 (stereo not given) | -10.5% | -2.7% | -22.0%
COc1ccc(-c2ccc(CN3C(C)C(=O)N(Cc4cn(CC5CCCCC5)nn4)CCS3(=O)=O)cc2)cc1 (stereo not given) | nt | 14.6µM* | 10.3µM*
NC(=O)CC(NC(=O)c1ccc(Br)cc1)c1ccc(N2CCC(Cc3ccccc3)CC2)c([N+](=O)[O-])c1 (stereo not given) | -0.6% | 16.4µM* | -73.0%
COc1ccc(CCC(C)NC(=O)Cc2ccc(OC)c(OC)c2)c(OC)c1 (stereo not given) | -2.0% | ? | 18.4µM*
COc1cccc(CNC(=O)COc2ccc(C(=O)c3ccccc3)cc2)c1 | -3.0% | ? | 16.4µM*
O=C(O)C1CCN(c2ccccc2[N+](=O)[O-])CC1 | -3.7% | -20.6% | ?
NN1C(=O)c2cccc3c(C(=O)O)ccc(c23)C1=O | -7.6% | -2.7% | -23.0%
Cc1ccc2c(C)c(C(=O)Nc3c(C)n(C)n(-c4ccccc4)c3=O)oc2c1 | -8.6% | -17.2% | -26.7%
CC(=O)N1CCc2cc(S(=O)(=O)NC(Cc3ccccc3)C(=O)Nc3cc(C)ccn3)ccc21 (stereo not given) | -5.4% | -13.3% | -8.8%

The list continues:
SMILES | KAT2A inh | TDP1 cell CPT | DT40 TDP1 no CPT
Cc1ccc(N2CC(NC(=O)c3cccs3)CC2=O)cc1C (stereo not given) | -10.4% | ? | ?
CCO/N=C/C1=C(O)C(C(=O)OC)C(C)(C)CC1=O (stereo not given) | -10.0% | 15.7% | -2.3%
COc1ccc(CCNC(=O)C(=O)NCC2CCNCC2)cc1OC | -6.9% | 2.4% | -6.7%
Cc1ccc(CN2CCS(=O)(=O)CC2)o1 | -6.1% | -23.7% | 4.1%
Cc1cc(F)ccc1C(O)c1ncc(-c2cccc(OCc3ccccc3)c2)[nH]1 (stereo not given) | nt | ? | 16.4µM*
O=S(=O)(c1ccc(Br)cc1)N1CCN(Cc2ccco2)CC1 | -19.8% | -12.5% | -11.3%
COc1cc2c(cc1OC)n(Cc1cccc(C(F)(F)F)c1)c(=O)n1nc(-c3ccccc3)nc21 | -7.5% | -3.2% | -6.6%
Cc1cccc(CN2CCN(Cc3nc4c(s3)CCCC4)CC2CCO)n1 (stereo not given) | -12.1% | -4.2% | -14.9%
CC(C)Nc1ncnc2c1ncn2[C@H]1CN(Cc2ccncc2)C[C@@H](CO)O1 | nt | ? | ?
CC(C)[C@H]1COCCS(=O)(=O)N1Cc1ccc(Cl)cc1 | -0.9% | ? | ?
COc1ccc(CC(N)c2csc(NC(=O)Cc3ccccc3)n2)cc1 (stereo not given) | nt | ? | ?
COCCCn1c(=S)[nH]c2ncccc2c1=O | 2.1% | -9.8% | 2.6%
O=C(C1CCC(N2C(=O)C3CC=CCC3C2=O)CC1)N1CCCCC1 (stereo not given) | -1.3% | -5.3% | -19.0%
CCOC(=O)C1=C(C)NC(=O)NC1c1ccc(OCC(=O)N2CCCCC2)cc1 (stereo not given) | -1.7% | 8.4% | ?
COc1ccc(C(=O)N/C(=C\c2ccccc2)C(=O)Nc2cccc(C(=O)O)c2)cc1 | -16.4% | 17.0% | -12.2%
CCCCOc1ccc(C2C(C(=O)c3cccs3)=C(O)C(=O)N2CCN2CCOCC2)cc1 (stereo not given) | -10.7% | 5.9% | -3.2%
CCOc1ccccc1/C=N/Nc1nc(C)cc(=O)[nH]1 | 3.3% | -10.5% | -11.8%
COc1ccc(CNc2ncnc3c2nnn3C)cc1 | -5.1% | -21.1% | -22.8%
Cc1cccc2cc(COC(=O)C3CCCO3)c(=O)[nH]c12 (stereo not given) | -3.3% | 1.2% | 6.6%
CC(C)C(=O)Nc1cccc(NC(=S)NC(=O)c2ccc(Cl)cc2)c1 | ? | ? | 16.4µM*
COc1ccc(CC(=O)N/N=C/C=C/c2ccc3c(c2)OCO3)cc1OC | ? | -1.6% | ?
O=c1[nH]nc(Cc2ccc3ccccc3n2)c2ccccc12 | -11.2% | ? | ?
CCN(CC)CCn1c(N)c(S(=O)(=O)c2ccccc2)c2nc3ccccc3nc21 | -9.5% | ? | 18.4µM*
COc1cccc(CNc2nc(NC(C)C)nc3ccsc23)c1OC | nt | 18.4µM* | 20.6µM*
CCC1(C)Cc2c(sc3nnn(Cc4ccccc4Cl)c(=O)c23)CO1 (stereo not given) | -9.2% | ? | 16.4µM*

Remaining list, next part.
SMILES | KAT2A inh | TDP1 cell CPT | DT40 TDP1 no CPT
COC(=O)CNC(=O)C(C)(C)Oc1ccc(Cl)cc1 | 0.9% | -20.1% | -17.3%
COc1ccc(C2N(C(=O)N3CCOCC3)CCN2S(=O)(=O)c2ccc(C)cc2)cc1 (stereo not given) | -2.6% | -21.6% | -9.6%
O=C(NCc1ccc2c(c1)OCO2)C1CC(=O)N(CCc2ccc(Cl)cc2)C1 (stereo not given) | ? | 1.5% | -26.0%
O=C(Cc1csc(NC(=O)c2ccc(F)cc2)n1)NO | -18.7% | ? | ?
COC(=O)c1cc2c(ccn2-c2ccc(F)cc2)n1CC(=O)N1CCN(C(=O)c2ccco2)CC1 | -1.7% | ? | ?
CC(=O)N1CCN(c2ccc(NC(=O)/C=C/c3ccccc3)cc2)CC1 | -19.6% | -29.2% | ?
O=C(CSc1nnnn1-c1ccccc1)NCc1cccs1 | 22.1% | -2.4% | -9.2%
O=C(CC(c1ccccc1)c1ccco1)Nc1nccs1 (stereo not given) | -7.1% | 25.9µM* | 14.6µM*
O=C(Cn1cnc2c(nnn2-c2ccc(F)cc2)c1=O)NCC1CCCO1 (stereo not given) | -3.1% | -0.2% | 15.0%
O=C(COC(=O)c1cccc(C(=O)OCC(=O)NC2CC2)n1)NC1CC1 | -1.8% | 6.5% | -0.1%
CCOc1ncccc1C(=O)NCc1ccccc1Cl | -1.6% | 2.6% | 12.3%
Cc1ccc(S(=O)(=O)NNC(=O)C2COc3ccccc3O2)cc1C (stereo not given) | -0.4% | 0.1% | -24.3%
Cc1ccccc1C(=O)NC1CCN(C(=O)NCc2ccccc2)CC1 | -4.3% | 3.0% | -8.5%
CCN(C(=O)CSc1nnnn1C)C1CCS(=O)(=O)C1 (stereo not given) | -24.7% | -15.2% | -17.2%
CCCS(=O)(=O)N1CC(=O)N(c2ccc(C)cc2C)C(C)(C(=O)NC2CCCCCC2)C1 (stereo not given) | -6.9% | -13.9% | -13.9%
COc1cccc(/C=N/Nc2ccc([N+](=O)[O-])cc2)c1O | -5.0% | -22.6% | ?
COc1ccc(N2C(=O)c3ccccc3NC(=O)C2C(=O)NCC(C)C)cc1 (stereo not given) | nt | 9.4% | 0.4%
CCc1ccc(C2=NN(CCC(=O)NCCc3ccccc3)C(=O)CC2)cc1 | 0.2% | ? | ?

Part of the list above, as labelled records.
mol: Cc1ccc(CN2CCS(=O)(=O)CC2)o1
  KAT2A inh = -6.1%	TDP1 cell CPT = -23.7%	DT40 TDP1 no CPT = 4.1%

mol: Cc1cc(F)ccc1C(O)c1ncc(-c2cccc(OCc3ccccc3)c2)[nH]1 (stereo not given)
  KAT2A inh = nt	TDP1 cell CPT = ?	DT40 TDP1 no CPT = 16.4µM*
